GLA spleen mod: inhibits or activates alpha-galactosidase in human spleen homogenate. P06280. human spleen homogenate, 4MU-alpha-Gal fluorescence, 40 min. Potency, µM (doses to about 80 µM), inactives show at the top dose activity change, negative = inhibition, usual class: inhibitors. 240,000 compounds, 0.008% hits; active = well fitted inhibition curve with a large enough effect; inconclusive = small, poorly fitted or top-dose-only effect, or effect the other way;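 also: 0% = enzyme with vehicle and -100% = no enzyme basal signal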
Target sequence (P06280 32-429 limits assumed): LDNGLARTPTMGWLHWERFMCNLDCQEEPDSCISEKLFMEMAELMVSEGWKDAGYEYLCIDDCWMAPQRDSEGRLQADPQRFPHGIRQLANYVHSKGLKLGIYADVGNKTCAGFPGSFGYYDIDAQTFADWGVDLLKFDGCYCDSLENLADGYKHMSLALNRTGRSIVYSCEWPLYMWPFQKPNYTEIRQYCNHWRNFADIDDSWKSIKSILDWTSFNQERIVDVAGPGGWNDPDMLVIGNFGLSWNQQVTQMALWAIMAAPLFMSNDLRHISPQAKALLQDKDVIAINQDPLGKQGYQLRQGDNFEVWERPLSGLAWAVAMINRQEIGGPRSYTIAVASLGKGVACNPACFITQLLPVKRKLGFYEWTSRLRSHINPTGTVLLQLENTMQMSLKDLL
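Human spleen homogenate (1 ug) as enzyme source, 4-methylumbelliferyl-alpha-D-galactopyranoside 1 mM final, citrate/phosphate pH 5.0 with 0.01% Tween-20. Compounds 40 min at 37C, NaOH/glycine stop; fluorescence Ex 365/Em 440, Hill-fit AC50.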
Active calls of the source: *; u = inconclusive. Potency is read from the fitted curve at half-maximal effect. This is a subset, so the mix of outcomes need not match the whole.

SMILES	GLA spleen mod
O=C(Nc1ccccc1)N1CCCC2(CCN(C(=O)c3csnn3)CC2)C1	3.4%
COCC(=O)N1CCC2(CC1)CN(c1ccncc1)C2	-4.4%
COc1ccc(-n2c(=O)cnc3cnc(N(C)C)nc32)cc1	-0.5%
COCC(=O)N1CCC2(CC1)CCN(c1ccncc1)CC2	0.1%
Cc1noc(C)c1-c1nc(NCCN2CCOCC2)c2ccccc2n1	-1.5%
O=c1c(-c2ccc(F)cc2)nc2cnc(Oc3ccccc3)nc2n1Cc1cccs1	11.5%
COCCn1c(=O)c(CCc2ccccc2)nc2cnc(N3CCOCC3)nc21	2.4%
COc1ccccc1CN1CCC2(CCNCC2)CC1	-15.9%
COc1ccc(CNc2ncncc2-c2ccc(N(C)C)cc2)c(OC)c1	-2.7%
COc1ccccc1CNc1ncnc2ccc(-c3ccc(C(=O)N(C)C)cc3)cc12	0.6%
CC(=O)NCCNc1ncnc2ccc(-c3ccccc3C(F)(F)F)cc12	4.1%
COc1ccc2[nH]cc(CCNc3ncnc4ccc(-c5ccoc5)cc34)c2c1	7.6%
O=C(Oc1ccccc1)N1CCC2(CC1)CCN(c1ccccn1)CC2	-0.2%
COc1cccc(-c2cncnc2NCc2cccnc2)c1	4.0%
N#CCCn1c(=O)c(-c2cccs2)nc2cnc(Oc3cccc(Cl)c3)nc21	u
COc1cccc(Cn2c(=O)c(-c3cccc(C#N)c3)nc3cnc(OC)nc32)c1	0.6%
COc1ccccc1CNc1cc(-c2c(C)noc2C)ncn1	2.5%
COCCn1c(=O)c(C)nc2cnc(Oc3ccc(OC)cc3)nc21	-10.4%
CN(C)Cc1ccccc1-c1nccc(Nc2ccc(F)cc2)n1	1.8%
Cn1c(=O)c(-c2cccc(F)c2)nc2cncnc21	-11.0%
COCC(=O)N1CCC[C@@]2(CCN(Cc3nccs3)C2)C1	-2.9%
COc1ccc(-c2nc3cnc(OC)nc3n(Cc3cccc(OC)c3)c2=O)cc1	-5.4%
Cc1nc2cnc(N3CCOCC3)nc2n(Cc2cccs2)c1=O	6.1%
COCCn1c(=O)cnc2cnc(OCc3ccccc3)nc21	3.1%
COc1ccccc1-c1cncnc1NCc1cccs1	6.2%

3 entries from above, sorted by the value under GLA spleen mod, largest number first:
smiles	GLA spleen mod
O=c1c(-c2ccc(F)cc2)nc2cnc(Oc3ccccc3)nc2n1Cc1cccs1	11.5%
CC(=O)NCCNc1ncnc2ccc(-c3ccccc3C(F)(F)F)cc12	4.1%
COCC(=O)N1CCC[C@@]2(CCN(Cc3nccs3)C2)C1	-2.9%

(list continues)
SMILES	GLA spleen mod
O=C(Nc1ccccc1)N1CC2(CCN(C(=O)c3ccco3)CC2)C1	9.2%
CN1CCCC2(CCN(S(=O)(=O)c3ccccc3)CC2)C1	-2.0%
CC(=O)NCCNc1nc(-c2c(C)noc2C)nc2ccccc12	-0.1%
N#CCCn1c(=O)c(CCc2ccccc2)nc2cnc(N3CCOCC3)nc21	2.1%
Cn1cccc1C(=O)N1CCC2(CCCN(Cc3ccc(C#N)cc3)C2)CC1	9.3%
O=C(c1ccncc1)N1CCC2(CC1)CN(c1ccc(-c3ccccc3)cc1)C2	4.7%
CN(Cc1ccco1)c1cc(-c2ccoc2)ncn1	4.3%
O=c1c(-c2cccs2)nc2cnc(Oc3cccc(Cl)c3)nc2n1C1CC1	u
COc1ccc(-c2nc3cnc(N4CCNCC4)nc3n(C)c2=O)cc1	u
COCCn1c(=O)c(-c2ccccc2)nc2cnc(Oc3ccc(OC)cc3)nc21	1.5%
COc1ccccc1CN1CC[C@@]2(CCCN(S(=O)(=O)c3ccccc3)C2)C1	-6.2%
COCCNc1ncnc2ccc(-c3ccc(N(C)C)cc3)cc12	2.2%
COc1ccccc1-c1nccc(NCc2cccs2)n1	2.8%
COc1cccc(Cn2c(=O)cnc3cnc(Oc4cccc(Cl)c4)nc32)c1	-0.8%
O=S(=O)(c1ccccc1)N1CCC2(CC1)CN(c1ncccn1)C2	-10.5%
CN(C)Cc1ccccc1-c1cc(N(C)Cc2ccco2)ncn1	6.0%
COc1ccccc1CNc1cc(-c2ccccc2C(F)(F)F)ncn1	-5.7%
COc1ccc(C(=O)N2CCC3(CC2)CN(c2ncccn2)C3)cc1	8.1%
COc1cccc(Cn2c(=O)c(-c3cccc(C#N)c3)nc3cnc(Nc4ccccc4)nc32)c1	-5.3%
O=C(Nc1cccc(F)c1)N1CC[C@@]2(CCCN(C(=O)c3ccncc3)C2)C1	-6.3%
N#CCCn1c(=O)c(-c2cccs2)nc2cnc(N3CCOCC3)nc21	1.0%
COCC(=O)N1CCC[C@@]2(CCN(C(=O)Nc3ccccc3)C2)C1	0.9%
COc1ccc(NC(=O)N2CC3(CCN(C(C)=O)CC3)C2)cc1	5.0%
Cc1cnc(CNc2cc(-c3ccccc3CN(C)C)ncn2)cn1	14.9%
CN1CCN(c2ncnc3ccc(-c4cccc(NS(C)(=O)=O)c4)cc23)CC1	-3.9%

Other compounds.
SMILES	GLA spleen mod
O=S(=O)(c1ccccc1)N1CCC2(CCN(Cc3nccs3)CC2)CC1	-5.0%
Cc1cnc(CNc2cc(-c3ccc(C(=O)N(C)C)cc3)ncn2)cn1	9.2%
COc1ncc2nc(-c3ccc(Cl)cc3)c(=O)n(Cc3cccs3)c2n1	9.3%
Cc1nc2cnc(N3CCNCC3)nc2n(-c2ccccc2)c1=O	5.1%
COCC(=O)N1CCC2(CCCN(c3ccccn3)C2)CC1	11.6%
COc1ccccc1CCn1c(=O)c(-c2ccc(F)c(F)c2)nc2cncnc21	9.0%
COc1ccc(CNc2ccnc(-c3cccc(C#N)c3)n2)c(OC)c1	u
N#Cc1ccccc1-c1ccc2ncnc(NCc3cccnc3)c2c1	6.4%
COCCn1c(=O)c(-c2ccc(Cl)cc2)nc2cnc(Oc3cccc(Cl)c3)nc21	-1.1%
Cc1cnc(CNc2ncnc3ccc(-c4ccc(C(=O)N(C)C)cc4)cc23)cn1	3.1%
COc1ccc(C(=O)N2CCC[C@@]3(CCN(Cc4ccncc4)C3)C2)cc1	5.7%
N#CCCn1c(=O)cnc2cnc(Nc3ccccc3)nc21	-9.0%
Cc1nc2cnc(N3CCNCC3)nc2n(Cc2cccs2)c1=O	4.0%
COCCn1c(=O)c(-c2ccc(F)cc2)nc2cnc(OCc3ccccc3)nc21	13.0%
CNc1nc(-c2ccc3c(c2)OCO3)nc2ccccc12	-0.4%
CN1CCC2(CC1)CCN(S(=O)(=O)c1ccccc1)CC2	2.2%
O=c1c(-c2ccc(F)cc2)nc2cnc(N3CCOCC3)nc2n1C1CC1	4.2%
O=S(=O)(c1ccccc1)N1CCC2(CCCN(C(c3ccccc3)c3ccccc3)C2)CC1	-3.6%
CCNc1ncc2nc(-c3ccc(Cl)cc3)c(=O)n(-c3ccccc3)c2n1	16.1%
COC(=O)N1CCC2(CC1)CN(C(=O)Nc1cccc(C#N)c1)C2	-0.8%
Cn1cccc1C(=O)N1CCC2(CCCN(Cc3ccccc3)C2)CC1	-6.4%
Cc1noc(C)c1-c1nccc(Nc2ccc(F)cc2)n1	12.7%
N#CCCn1c(=O)cnc2cnc(N3CCOCC3)nc21	-0.5%
COc1ccc(CNc2cc(-c3ccccc3OC)ncn2)c(OC)c1	-1.5%
O=C(c1cc(C(F)(F)F)cc(C(F)(F)F)c1)N1CCC2(CC1)CN(c1ccccc1)C2	-12.5%

(cont.)
SMILES	GLA spleen mod
O=S(=O)(c1ccccc1)N1CCC2(CC1)CN(C(c1ccccc1)c1ccccc1)C2	6.9%
N#Cc1ccc(CN2CCCC3(CCN(S(=O)(=O)c4ccccc4)CC3)C2)cc1	-0.9%
Cc1ccccc1-c1ccc2ncnc(N3CCNCC3)c2c1	11.1%
N#Cc1ccc(CN2CCCC3(CCN(C(=O)c4csnn4)CC3)C2)cc1	3.7%
COc1ccc(CNc2nc(-c3cccc(C#N)c3)nc3ccccc23)c(OC)c1	-8.8%
COc1ccccc1-c1ccc2ncnc(NCc3ccccc3)c2c1	-0.1%
O=C(c1cnccn1)N1CCC[C@@]2(CCN(Cc3nccs3)C2)C1	-0.4%
Cc1noc(C)c1C(=O)N1CCC2(CC1)CCN(c1ccncc1)CC2	14.2%
O=C(Nc1cccc(F)c1)N1CC2(CCN(S(=O)(=O)c3ccccc3)CC2)C1	3.1%
COCCn1c(=O)c(C)nc2cnc(N3CCOCC3)nc21	-4.5%
COc1ccccc1CNc1ncnc2ccc(-c3ccccc3OC)cc12	-2.5%
O=C(c1cc(C(F)(F)F)cc(C(F)(F)F)c1)N1CCC2(CCN(Cc3nccs3)CC2)CC1	2.9%
CN1CCN(c2ncc3nc(-c4ccccc4)c(=O)n(-c4ccccc4)c3n2)CC1	u
CN1CC[C@@]2(CCCN(C(=O)c3cccc(F)c3)C2)C1	7.2%
CN(C)c1ncc2nc(-c3cccs3)c(=O)n(C[C@H]3CCCO3)c2n1	1.1%
CC(=O)NCCNc1ccnc(-c2ccccc2C(F)(F)F)n1	-8.5%
Cn1c(=O)c(-c2cccs2)nc2cnc(Oc3ccccc3)nc21	11.5%
CN(C)c1ncc2nc(-c3ccccc3)c(=O)n(Cc3ccc(F)cc3)c2n1	9.0%
CN(C)C(=O)c1ccc(-c2cc(NCc3ccccc3)ncn2)cc1	-2.9%
COc1cccc(-c2ccc3ncnc(N4CCOCC4)c3c2)c1	1.7%
O=c1c(-c2ccc(F)cc2)nc2cncnc2n1Cc1ccc(F)cc1	-4.9%
c1ccc2c(NCCN3CCOCC3)nc(-c3ccc4c(c3)OCO4)nc2c1	3.9%
O=c1c(-c2cccs2)nc2cnc(Oc3ccccc3)nc2n1Cc1cccs1	2.6%
COc1ccc(-c2nc3cnc(OC)nc3n(-c3ccc(OC)cc3)c2=O)cc1	7.2%
COc1ccccc1CNc1ncncc1-c1cccnc1	12.0%

(list continues)
SMILES	GLA spleen mod
O=C(c1ccco1)N1CCC2(CCN(Cc3ccncc3)CC2)CC1	14.7%
Cc1nc2cnc(N3CCN(C)CC3)nc2n(Cc2ccc(F)cc2)c1=O	u
CNc1ccnc(-c2cccc(NS(C)(=O)=O)c2)n1	-0.5%
O=S(=O)(c1ccccc1)N1CCC2(CCCN(c3ccncc3)C2)CC1	-17.4%
Cc1cnc(CNc2ncnc3ccc(-c4c(C)noc4C)cc23)cn1	-5.2%
COCCn1c(=O)c(CCc2ccccc2)nc2cnc(Oc3ccccc3)nc21	-1.2%
Cn1cccc1C(=O)N1CCC2(CCCN(c3ccncc3)C2)CC1	16.4%
O=C(c1ccncc1)N1CCC[C@@]2(CCN(c3ccccc3)C2)C1	0.9%
COCCn1c(=O)c(C)nc2cnc(Oc3cccc(Cl)c3)nc21	5.5%
O=S(=O)(c1ccccc1)N1CCC2(CCN(c3ccccc3)CC2)CC1	10.7%
CN(C)c1ncc2nc(-c3cc(F)cc(F)c3)c(=O)n(CCC#N)c2n1	3.6%
O=C(c1ccncc1)N1CCC2(CCN(Cc3ccncc3)CC2)CC1	2.5%
COc1cccc(Cn2c(=O)c(C)nc3cnc(N4CCN(C)CC4)nc32)c1	1.1%
CNc1ncncc1-c1c(C)noc1C	-10.2%
Cc1nc2cnc(N(C)C)nc2n(Cc2ccc(F)cc2)c1=O	0.0%
CCNc1ncc2nc(-c3cc(F)cc(F)c3)c(=O)n(CCOC)c2n1	-8.4%
Cc1noc(C)c1C(=O)N1CCC[C@@]2(CCN(Cc3ccc(C#N)cc3)C2)C1	-4.6%
CN(C)Cc1ccccc1-c1cc(NCc2cccs2)ncn1	15.2%
COc1cccc(Cn2c(=O)c(-c3ccc(F)cc3)nc3cnc(OC)nc32)c1	-15.5%
COc1ccc(-c2nc3cnc(Nc4cccc(OC)c4)nc3n(C[C@H]3CCCO3)c2=O)cc1	25.9%
COCCn1c(=O)c(-c2ccc(Cl)cc2)nc2cnc(N3CCOCC3)nc21	4.4%
Cn1c(=O)c(CCc2ccccc2)nc2cnc(N3CCOCC3)nc21	15.5%
COCCn1c(=O)c(-c2cccs2)nc2cnc(N3CCNCC3)nc21	u
O=c1c(-c2cc(F)cc(F)c2)nc2cnc(Oc3ccccc3)nc2n1C[C@H]1CCCO1	4.9%
CN(C)c1ncc2nc(-c3ccc(F)cc3)c(=O)n(C[C@H]3CCCO3)c2n1	21.9%

Gathered by group: the entries above with a thiophene ring, fused or not.
SMILES	GLA spleen mod
O=c1c(-c2ccc(F)cc2)nc2cnc(Oc3ccccc3)nc2n1Cc1cccs1	11.5%
N#CCCn1c(=O)c(-c2cccs2)nc2cnc(Oc3cccc(Cl)c3)nc21	u
Cc1nc2cnc(N3CCOCC3)nc2n(Cc2cccs2)c1=O	6.1%
COc1ccccc1-c1cncnc1NCc1cccs1	6.2%
O=c1c(-c2cccs2)nc2cnc(Oc3cccc(Cl)c3)nc2n1C1CC1	u
COc1ccccc1-c1nccc(NCc2cccs2)n1	2.8%
N#CCCn1c(=O)c(-c2cccs2)nc2cnc(N3CCOCC3)nc21	1.0%
COc1ncc2nc(-c3ccc(Cl)cc3)c(=O)n(Cc3cccs3)c2n1	9.3%
Cc1nc2cnc(N3CCNCC3)nc2n(Cc2cccs2)c1=O	4.0%
CN(C)c1ncc2nc(-c3cccs3)c(=O)n(C[C@H]3CCCO3)c2n1	1.1%
Cn1c(=O)c(-c2cccs2)nc2cnc(Oc3ccccc3)nc21	11.5%
O=c1c(-c2cccs2)nc2cnc(Oc3ccccc3)nc2n1Cc1cccs1	2.6%
CN(C)Cc1ccccc1-c1cc(NCc2cccs2)ncn1	15.2%
COCCn1c(=O)c(-c2cccs2)nc2cnc(N3CCNCC3)nc21	u

Screening data from PubChem BioAssay.
